Assay outcomes as filed in PubChem.
RGS8-Gao = regulators of human RGS8-Galphao interaction | AID 1423 | multiplexed bead flow cytometry, RGS8-Galphao binding; actives lie on both sides | 0.34% of 220,000 active | response (percent of control binding), % at 10 µM; in the data active = response below about 60% or above about 140%; inactive = in between;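 also: Galphao activated as the GDP aluminium fluoride complex binding bead-coupled RGS8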
GSH fluor = GSH bead compound fluorescence profile. GSH beads flow cytometry, compound fluorescence 488/530 nm; stronger effect = higher value. fluorescence (KMESF) at 10 µM. 0.25% of 190,000 active. AID 1776; in the data active = fluorescence above about 89;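 also: glutathione beads carrying GST-tagged Bcl family fusion proteins plus one bare bead set; values are compound well signal with DMSO vehicle wells as background; inactives centre near 16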
Bcl-B Bim block = inhibitors of Bim-Bcl-B interaction, human. Q9HD36. bead-based flow cytometry, Bim peptide-Bcl-B binding. inhibition, % at 10 µM. 0.073% of 190,000 active;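 also: 0% = tracer peptide without compound and 100% = reference inhibitor peptide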
Target sequence (Q9HD36 whole entry, looked up): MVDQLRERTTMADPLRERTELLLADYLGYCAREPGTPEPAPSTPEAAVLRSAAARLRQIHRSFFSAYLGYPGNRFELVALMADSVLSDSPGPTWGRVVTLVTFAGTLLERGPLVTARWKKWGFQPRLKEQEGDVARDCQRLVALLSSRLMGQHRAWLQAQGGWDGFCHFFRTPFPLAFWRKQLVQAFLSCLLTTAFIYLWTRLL
Bim-Mcl-1 = disrupts Bim peptide binding to human Mcl-1 | Q07820 | Bead-based flow cytometry, Bim peptide-Mcl-1 binding | inhibition, % at 10 µM | 0.1% of 190,000 active | AID 1009;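 also: 0% = no compound tracer wells and 100% = peptide blocker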
Target sequence (Q07820 whole entry, looked up): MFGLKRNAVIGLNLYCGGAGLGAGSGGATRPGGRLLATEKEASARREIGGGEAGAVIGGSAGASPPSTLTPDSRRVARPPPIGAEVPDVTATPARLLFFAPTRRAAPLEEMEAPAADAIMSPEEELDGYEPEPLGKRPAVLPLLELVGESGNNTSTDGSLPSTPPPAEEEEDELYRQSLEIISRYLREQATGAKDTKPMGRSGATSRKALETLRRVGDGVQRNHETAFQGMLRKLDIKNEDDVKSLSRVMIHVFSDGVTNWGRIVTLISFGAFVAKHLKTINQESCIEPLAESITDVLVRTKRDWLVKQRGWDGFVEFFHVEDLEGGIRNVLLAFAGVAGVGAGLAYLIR
Mcl1-Bid inh = disrupts binding of human Mcl-1 to Bid peptide | 0.97% of 220,000 active | inhibition, % at 21.7 µM | Q07820 | TR-FRET Mcl-1/Bid-Dy647 peptide binding, 1536-well;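 active = compounds that cut the binding signal by more than half at the single screening dose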;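 also: His-tagged Mcl-1 with europium anti-His antibody binding Bid BH3 peptide; 0% = Mcl-1 plus peptide wells and 100% = peptide-only wells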
RGS7-Gao = human RGS7-Galphao interaction regulation | P09471 | Multiplexed bead flow cytometry, RGS7-Galphao binding; actives lie on both sides | binding response (% of control), % at 10 µM | 0.35% of 220,000 active; in the data active = binding response below about 49% or above about 150%; inconclusive = no clear call, values can overlap the other calls; inactive = in between;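 also: fluorescent Galphao held in activated GDP-AlF4 state binding bead-coupled RGS7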
Bcl-2 Bim block = inhibitors of Bim-Bcl-2 interaction, human; Bead-based flow cytometry, Bim peptide-Bcl-2 binding; inhibition, % at 10 µM; 0.06% of 190,000 active; P10415; in the data active = inhibition above about 40%; inconclusive = no clear call, values can overlap the other calls;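 also: 0% = no compound wells with probe peptide and 100% = reference peptide inhibitor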
Target sequence (P10415 whole entry, looked up): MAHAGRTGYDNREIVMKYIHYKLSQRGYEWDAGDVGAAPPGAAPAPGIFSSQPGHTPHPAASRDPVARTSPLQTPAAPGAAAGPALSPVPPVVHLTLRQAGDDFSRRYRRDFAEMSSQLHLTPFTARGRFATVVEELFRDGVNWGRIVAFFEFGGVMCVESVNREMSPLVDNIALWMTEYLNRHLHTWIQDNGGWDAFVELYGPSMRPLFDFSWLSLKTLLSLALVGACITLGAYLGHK
Bim-Bcl-XL = disrupts Bim peptide binding to human Bcl-XL. Q07817. bead flow cytometry, fluorescence. inhibition, % at 10 µM. 0.04% of 190,000 active
Bcl-W Bim block = disrupts Bim peptide binding to human Bcl-W; Q92843; bead-based flow cytometry; inhibition, % at 10 µM; 0.02% of 190,000 active; AID 952;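 also: 0% = bound tracer without compound and 100% = peptide blocker; higher means less fluorescent Bim peptide bound to Bcl-W beads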
Target sequence (Q92843 whole entry, looked up): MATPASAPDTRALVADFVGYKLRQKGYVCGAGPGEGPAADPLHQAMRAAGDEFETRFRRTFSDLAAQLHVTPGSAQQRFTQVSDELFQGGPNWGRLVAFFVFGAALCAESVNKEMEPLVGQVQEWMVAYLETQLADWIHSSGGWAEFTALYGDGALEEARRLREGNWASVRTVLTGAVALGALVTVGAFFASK
Bfl-1 Bim block = disrupts Bim binding to human Bfl-1. Q16548. Bead-based flow cytometry, Bim-Bfl-1 binding inhibition. inhibition, % at 10 µM. 0.12% of 190,000 active. AID 1008;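 also: 0% = wells without compound plus tracer and 100% = blocker peptide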
RGS4-Gao reg = modulates binding of RGS4 to human Galphao; P09471; Multiplexed bead flow cytometry; actives lie on both sides; binding response (% of control), % at 10 µM; 0.33% of 220,000 active; AID 1415; in the data active = binding response below about 49% or above about 150%; inactive = in between;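 also: fluorescent Galphao activated with aluminum fluoride binding bead-coupled RGS4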
Numbers without * were called inactive; ? = inconclusive; nt = no result given. Rule as the data show it, unless noted: active = inhibition above about 40%.

SMILES	RGS8-Gao	GSH fluor	Bcl-B Bim block	Bim-Mcl-1	Mcl1-Bid inh	RGS7-Gao	Bcl-2 Bim block	Bim-Bcl-XL	Bcl-W Bim block	Bfl-1 Bim block	RGS4-Gao reg
Cc1ccc(-c2nnc(SCC(=O)NC3CCS(=O)(=O)C3)nc2-c2ccc(C)cc2)cc1 (configuration not stated)	94	7	-10	-5	-11	82	1	-7	-3	0	82
COc1ccc(/C=C/C(=O)CCC(=O)O)cc1	99	16	-5	-4	-8	97	-4	-5	-3	-5	100
Cc1c(Nc2nc(-c3cccc([N+](=O)[O-])c3)cs2)c(=O)n(-c2ccccc2)n1C	104	20	0	-1	-56	100	-3	-3	0	-5	103
CCOc1ccc(NC(=O)CN2CCN(CC(=O)Nc3ccc(F)c(F)c3)CC2)cc1	91	30	-5	1	-24	90	-11	-6	0	-12	83
COc1ccc(/C=C(\C#N)C(=O)Nc2cc(S(=O)(=O)N3CCCCC3)ccc2N2CCCCC2)cc1	102	10	-4	2	1	105	0	-1	-2	-3	107
O=C(Nn1cnnc1)c1ccccc1-c1ccccc1	98	25	-6	-3	2	103	-8	-6	0	-13	100
O=C(NCCCN1CCCC1=O)c1cccc(N2CCCC2=O)c1	92	8	0	1	-10	93	3	2	-2	-3	99
CC(CN1CCCCC1)OC(=O)c1ccccc1Cl (configuration not stated)	102	6	1	4	-17	103	2	0	0	0	104
O=C(Nc1ccccc1Sc1ccccc1)c1ccc(F)cc1	101	12	-6	-1	3	102	-6	4	-1	-12	100
CCC(C)NCCOCCOc1ccc(Br)cc1C (configuration not stated)	100	12	1	-4	-8	95	0	-2	-4	-2	101
CN(C)c1ccc(C=C2C(=O)OC(C)(C)OC2=O)cc1	102	13	0	0	-30	103	-1	0	-3	0	104
O=C1COc2ccc(C(=O)NCc3ccco3)cc2N1	99	21	-3	-3	-38	95	-13	-8	0	-13	100
Cc1ccc(Cl)cc1NC(=O)c1ccccc1OCC(=O)Nc1ccc(Cl)cc1	101	8	-8	-6	-10	104	-11	-8	-9	-6	100
O=C(NCc1ccc(F)cc1)c1noc2c1CCCCC2	98	33	-5	3	-9	99	-5	-10	3	-6	99
COc1ccc(S(=O)(=O)O/N=C2\CCSc3ccc(C)cc32)cc1	99	38	-10	-3	12	102	-7	-5	-3	-16	102
CC(C)CC(COCc1ccc(Cl)cc1)N1CCN(C(=O)c2cccc(C(F)(F)F)c2)CCC1=O (configuration not stated)	103	19	-5	-1	3	102	-1	-5	-3	-2	103
CN(Cc1cccs1)c1ncnc2sccc12	104	17	-9	-2	-13	100	-6	-6	-1	-13	101
COc1cccc(-c2ccc(=O)n(CC(=O)NCCN3CCOCC3)n2)c1	108	25	-10	-4	-12	104	-10	-9	-1	-22	103
C/C(CCN1CCc2nc(-c3ccccc3)c(-c3ccccc3)cc2C1)=N\O[C@H](C)c1cn([C@H](CO)Cc2ccccc2)nn1	102	19	-4	-2	6	100	2	-2	-1	0	103
O=C(c1cc(=O)c2ccccc2o1)N1CCCc2ccccc21	100	11	1	0	-58	99	0	3	1	-2	92
Cc1cc(C(=O)OCC(=O)Nc2ccccc2[N+](=O)[O-])c2ccccc2n1	102	6	-3	-5	-18	100	1	-3	-2	0	99
Cc1cc(Cl)nc(Cl)c1C(=O)NC(=O)NCCC(C)C	102	13	3	0	-1	118	1	3	0	1	106
Cc1cc(-c2ccc(Br)s2)nc(-n2cccc2)n1	101	19	0	0	-32	?	-1	-1	-2	-3	101
Cc1ccc(S(=O)(=O)/N=C2/NC(=O)/C(=C/c3ccccn3)S2)cc1	103	11	-1	0	1	101	-2	0	-1	-5	101
Cn1ncc2c(Nc3ccc4ccccc4c3)ncnc21	90	30	-8	-7	3	92	-5	-5	-9	-23	93
NS(=O)(=O)c1ccc(CCn2c(=S)[nH]c3ccc(F)cc3c2=O)cc1	101	10	-15	0	-68	102	0	1	0	-1	103
Cc1ccc(S(=O)(=O)NC(CC(=O)NC2CCCC2)c2ccco2)cc1 (configuration not stated)	97	30	-1	-2	-7	100	1	-2	1	-3	99
CC(C)(Oc1ccc(Cl)cc1)C(=O)N1CCN(c2ccccn2)CC1	98	25	-6	-5	-6	101	-9	-9	-5	-22	98
Cc1cccc(C(P(=O)(c2ccccc2)c2ccccc2)P(=O)(c2ccccc2)c2ccccc2)n1	98	12	-4	0	-10	97	-7	-5	-4	-9	101
Cn1c(SCC(=O)Nc2ncc(C(F)(F)F)cc2Cl)nnc1-c1ccc(Cl)cc1	100	5	-4	-4	-57	99	-1	-3	-1	0	102
CSc1ccccc1NC(=O)N1CCC(CO)(CC2CCCCO2)CC1 (configuration not stated)	95	11	0	0	-14	93	1	0	-1	-3	94
O=C(Nc1ccc(N2CCOCC2)cc1)c1c(F)cccc1Cl	101	11	-1	-3	-12	94	0	0	0	-3	100
Cc1ccc(OCC(=O)N(Cc2ccc(N(C)C)cc2)C2CCS(=O)(=O)C2)cc1 (configuration not stated)	102	26	-5	-8	-26	100	1	-8	-5	-7	104
Cc1ccccc1C(=O)NC1CCS(=O)(=O)C1 (configuration not stated)	105	16	-9	3	-8	105	-2	0	3	-13	108
CC(=O)N1CCc2cc(S(=O)(=O)CCC(=O)Nc3cccc(F)c3)ccc21	102	63	-2	0	-3	100	6	-6	-6	4	97
O=C(COC(=O)/C=C/c1ccc(S(=O)(=O)N2CCOCC2)cc1)NCc1ccc(F)cc1	98	62	-4	0	-11	101	-4	-4	1	-7	96
Cc1ccc(NC(=O)COC(=O)c2ccco2)cc1	101	26	-2	0	-13	96	0	0	1	-5	103
COc1ccc(NC(=O)C2CC(=O)N=C(N)S2)cc1 (configuration not stated)	102	8	-2	4	0	96	0	-3	-1	-7	97
CCOc1ccc(S(=O)(=O)N(CC(=O)NCC(F)(F)F)Cc2ccco2)cc1	102	12	-1	-1	-19	102	-3	-6	-2	0	99
O=C(C1CCC(CNS(=O)(=O)c2cccc3cccnc23)CC1)N1CCc2ccccc21 (configuration not stated)	106	27	0	0	5	100	0	1	0	2	105

Entries of single compounds, looked up by structure. Values in the order: RGS8-Gao | GSH fluor | Bcl-B Bim block | Bim-Mcl-1 | Mcl1-Bid inh | RGS7-Gao | Bcl-2 Bim block | Bim-Bcl-XL | Bcl-W Bim block | Bfl-1 Bim block | RGS4-Gao reg
CN(C)c1ccc(C=C2C(=O)OC(C)(C)OC2=O)cc1 across the screens: 102 | 13 | 0 | 0 | -30 | 103 | -1 | 0 | -3 | 0 | 104
O=C(C1CCC(CNS(=O)(=O)c2cccc3cccnc23)CC1)N1CCc2ccccc21 (configuration not stated) across the screens: 106 | 27 | 0 | 0 | 5 | 100 | 0 | 1 | 0 | 2 | 105
Cc1ccc(S(=O)(=O)NC(CC(=O)NC2CCCC2)c2ccco2)cc1 (configuration not stated) across the screens: 97 | 30 | -1 | -2 | -7 | 100 | 1 | -2 | 1 | -3 | 99
O=C(COC(=O)/C=C/c1ccc(S(=O)(=O)N2CCOCC2)cc1)NCc1ccc(F)cc1 across the screens: 98 | 62 | -4 | 0 | -11 | 101 | -4 | -4 | 1 | -7 | 96
CC(CN1CCCCC1)OC(=O)c1ccccc1Cl (configuration not stated) across the screens: 102 | 6 | 1 | 4 | -17 | 103 | 2 | 0 | 0 | 0 | 104

Further compounds follow.
SMILES	RGS8-Gao	GSH fluor	Bcl-B Bim block	Bim-Mcl-1	Mcl1-Bid inh	RGS7-Gao	Bcl-2 Bim block	Bim-Bcl-XL	Bcl-W Bim block	Bfl-1 Bim block	RGS4-Gao reg
CCN(CC)c1ccc(/C=C/C(=O)C2C(=O)C=C(C)OC2=O)cc1 (configuration not stated)	102	51	nt	nt	-46	148	?	nt	nt	nt	114
C=C(C)Cn1c(CNC(C)=O)nc2ccccc21	101	19	-9	-3	-4	99	-7	-4	-1	-11	98
COC(=O)c1sc2ccccc2c1N	102	17	-16	-4	-24	98	-5	-6	0	0	98
CC(C(=O)N1CCOCC1)n1cc([N+](=O)[O-])cn1 (configuration not stated)	100	19	-1	2	-6	95	-4	0	-3	-2	101
O=C(/C=C/c1ccc([N+](=O)[O-])cc1)NC1CC2CCC1C2 (configuration not stated)	102	22	1	-2	-18	101	0	-2	-3	-5	103
Cc1nn(C)c(C)c1Sc1ccccc1N	105	71	-4	1	-34	89	-2	-6	-2	-2	86
Nc1nonc1C(=O)NCCN=Cc1ccccc1O	103	13	-1	-2	-42	100	-1	1	0	-3	102
Cc1cc(Br)ccc1OCC(=O)NNC(=O)Cc1ccccc1	103	8	-5	-6	-30	99	-1	-7	-4	-2	101
O=C1CCCc2c1cc(C(=O)NCc1ccco1)c(=O)n2-c1ccc(Cl)cc1	104	60	-4	0	-9	107	0	16	-1	0	106
O=C(NC1(C(F)(F)F)NC(=O)N(c2ccc(F)cc2)C1=O)c1cccs1 (configuration not stated)	105	16	-9	-4	-31	102	-9	-8	-4	-14	102
NC(=O)c1c(C(F)(F)F)cc(-c2ccccc2)nc1NCCO	100	13	-2	3	-1	97	-6	-2	3	-10	98
CCc1c(C)c2ccc(OCC(=O)OC)cc2oc1=O	95	11	0	1	2	94	3	0	0	3	94
O=C(Nc1cccc(C(=O)O)c1)Nc1ccccc1Cl	101	17	-3	0	-19	?	-1	-1	3	-4	100
CC(=O)Nc1c(C(=O)N2CCOCC2)cnn1-c1ccc(C)c(C)c1	97	8	2	1	1	94	0	2	0	-2	96
CCn1c(CCNC(=O)c2ccc(Cl)cc2)nnc1SCC(=O)NC1CCCC1	75	8	-3	-3	-26	81	4	1	0	5	75
O=C1/C(=C/c2ccco2)N=C(N2CCCCC2)N1c1ccccc1	104	3	-3	-1	-78	104	4	-1	0	6	103
CO/N=C/c1c(C(=O)OC)nn(-c2ccccc2)c1Cl	100	12	-1	0	-46	103	-1	-1	0	-5	100
O=C(Nc1ccsc1C(=O)NC1CC1)c1ccccc1	96	46	-6	-2	-1	97	-6	1	-1	-8	93
Cc1cccc(NC(=S)NCCCN2CCOCC2)c1	100	13	-11	0	-24	102	-6	-7	-5	-17	100
CCOC(=O)N1CCN(S(=O)(=O)c2cc(-c3nn4c(C)nnc4c4ccccc34)ccc2C)CC1	111	8	2	0	-6	109	1	0	1	0	111
CCNc1nnc(CCn2nc(C)c(Br)c2C)s1	104	17	-5	-4	-43	107	-5	-7	-7	-9	104
CCOc1ccc(NC(=O)Nc2ccc3nsnc3c2)cc1	101	20	-1	1	-22	101	-3	0	1	-4	100
CCOC(=O)CNC(=O)c1cc(-c2ccccn2)nc2c(C)c(Cl)ccc12	99	18	0	0	-21	?	-3	-1	0	-2	97
COc1cccc(-c2nnc(NC(=O)c3ccc(S(=O)(=O)N4CCOCC4)cc3)o2)c1	97	62	1	0	-39	100	0	1	0	-4	103
CCOC(=O)C1=C(c2ccccc2)Nc2nc(C)nn2C1c1cccc(OC)c1OC (configuration not stated)	104	4	-5	0	-21	106	-3	2	7	-12	105
Cc1ccccc1NC(=O)C1CCCN1S(=O)(=O)c1ccc2c(c1)n(C)c(=O)c(=O)n2C (configuration not stated)	103	15	1	-2	-1	105	0	0	-1	-4	111
COCc1cc(CN2CCN(Cc3ccsc3)C(CCO)C2)ccc1OC (configuration not stated)	102	8	-2	0	2	97	0	0	-1	-5	102
CC(=O)N(Cc1ccc(F)cc1)Cc1nc2ccccc2c(=O)[nH]1	102	20	2	0	-30	97	0	-2	1	-5	101
OCCC1CN(Cc2cccc3nccnc23)CCN1Cc1ccc(F)c(F)c1 (configuration not stated)	95	15	-3	-4	3	93	-4	-1	0	-1	92
O=C1CS(=O)CN1c1ccc(Oc2ccccc2)cc1 (configuration not stated)	100	17	3	0	-11	103	2	3	0	5	102
